Assay outcomes from PubChem.
GluA2 TARP mod – modulates AMPAR-stargazin complexes | HEK293 GluA2+stargazin, membrane potential dye (FDSS), glutamate EC50; hits were called plate by plate, in both directions | calls only at 30 µM | hit rate 3.5% among 40,000 | AID 1259245;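 active means any of four per-well response measures lying three or more SD from its plate-wide compound average, in either direction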
GluA2 TARP mod agonism max-min – second read-out of GluA2 TARP mod, no call of its own (marks repeat the call); compound max-min signal; compound-alone response (agonism);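 unitless range of fluorescence divided by baseline over first 100 seconds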
GluA2 TARP mod glutamate slope – second read-out of GluA2 TARP mod, no call of its own (marks repeat the call); glutamate slope, % of max; measured here: glutamate response slope, % max;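 scaled per plate between vehicle wells and maximal 1 mM glutamate control wells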
* marks the source's active call; other numbers are inactive results; i = inactive; + = active, no number; & = joins results of further samples.

A first look, seven compounds:
SMILES	GluA2 TARP mod	GluA2 TARP mod agonism max-min	GluA2 TARP mod glutamate slope
CCN(Cc1ccccc1)S(=O)(=O)c1ccc(C(=O)Nc2ccc3scnc3c2)cc1	i	0.061	55
O=C(NCCC(c1ccccc1)c1ccccc1)C(=O)Nc1ccccc1[N+](=O)[O-]	i	0.1	66
O=C(Nc1ccc2scnc2c1)c1cccc([N+](=O)[O-])c1	i	0.1	55
O=C(CCCc1ccccc1)Nc1cc(-c2ccco2)nn1-c1nc(-c2ccccc2)cc(=O)[nH]1	i	0.12	65
CCn1nc(C)cc1C(=O)N(CCCN(C)C)c1nc2c(OC)ccc(Cl)c2s1	i	0.12	47
CCC(C(=O)N1CCN(c2ncnc3c2nnn3-c2ccc(C)cc2)CC1)c1ccccc1 (stereo not drawn)	i	0.047	62
CCc1cccc(CC)c1NC(=O)CCCOc1ccc(OC)cc1	i	0.034	84

Main list, previewed entries included:
SMILES	GluA2 TARP mod	GluA2 TARP mod agonism max-min	GluA2 TARP mod glutamate slope
CCN(Cc1ccccc1)S(=O)(=O)c1ccc(C(=O)Nc2ccc3scnc3c2)cc1	i	0.061	55
O=C(NCCC(c1ccccc1)c1ccccc1)C(=O)Nc1ccccc1[N+](=O)[O-]	i	0.1	66
O=C(Nc1ccc2scnc2c1)c1cccc([N+](=O)[O-])c1	i	0.1	55
O=C(CCCc1ccccc1)Nc1cc(-c2ccco2)nn1-c1nc(-c2ccccc2)cc(=O)[nH]1	i	0.12	65
CCn1nc(C)cc1C(=O)N(CCCN(C)C)c1nc2c(OC)ccc(Cl)c2s1	i	0.12	47
CCC(C(=O)N1CCN(c2ncnc3c2nnn3-c2ccc(C)cc2)CC1)c1ccccc1 (stereo not drawn)	i	0.047	62
CCc1cccc(CC)c1NC(=O)CCCOc1ccc(OC)cc1	i	0.034	84
O=C(CN1CCN(c2nccn2-c2ccccc2F)CC1)Nc1ccccc1	i	0.026	33
O=C(c1cc(N2C(=O)CCS2(=O)=O)ccc1Cl)N1CCN(c2ccccn2)CC1	i	0.13	74
CCOC(=O)N1CCN(CC(O)COc2ccc(C(=O)OC)cc2)CC1 (stereo not drawn)	i	0.1	63
CCOc1nn(CC)cc1-c1nnc(SCC(=O)c2ccc(Cl)cc2)n1CC	i	0.036	54
CC(=O)N1CCc2ccc(NS(=O)(=O)Cc3ccccc3Cl)cc21	i	0.09	46
Cc1ccc(C)c(OC(C)C(=O)Nc2c(C)nc3sccn3c2=O)c1 (stereo not drawn)	i	0.084	60
Cc1ccc(-c2cc(C(=O)NCc3cccs3)c3c(C)nn(C4CCS(=O)(=O)C4)c3n2)cc1 (stereo not drawn)	i	0.096	62
NS(=O)(=O)c1ccc(C(=O)NCCCn2nc(-c3ccccc3)ccc2=O)cc1	i	0.098	61
CN1C(=O)CCc2cc(NC(=O)C3CCCO3)ccc21 (stereo not drawn)	i	0.041	55
COCC(=O)N1CCN(c2ncnc3c2nnn3-c2ccccc2)CC1	i	0.035	48
CSc1nn(CC(=O)Nc2ccc3c(c2)OCO3)c(N)c1-c1nc(-c2ccccc2)no1	i	0.072	65
O=C(CN1C(=O)c2ccccc2S1(=O)=O)Nc1cccc(Cl)c1Cl	i	0.099	47
Cc1ccc(-c2noc(Cn3ccn4nc(-c5ccc(F)cc5)cc4c3=O)n2)cc1	i	0.12	66

Some of these compounds in order of number of heavy atoms, largest number first.
SMILES	GluA2 TARP mod	GluA2 TARP mod agonism max-min	GluA2 TARP mod glutamate slope
CCN(Cc1ccccc1)S(=O)(=O)c1ccc(C(=O)Nc2ccc3scnc3c2)cc1	i	0.061	55
Cc1ccc(-c2noc(Cn3ccn4nc(-c5ccc(F)cc5)cc4c3=O)n2)cc1	i	0.12	66
CC(=O)N1CCc2ccc(NS(=O)(=O)Cc3ccccc3Cl)cc21	i	0.09	46

Following part.
SMILES	GluA2 TARP mod	GluA2 TARP mod agonism max-min	GluA2 TARP mod glutamate slope
COc1ccccc1C(=O)NCCNC(=O)c1ccc(NC(=O)c2ccc(F)cc2)cc1	i	0.074	48
Cc1c(C(=O)Nc2cccc(-c3ccc(=O)n(C)n3)c2)cccc1[N+](=O)[O-]	i	0.056	48
COc1ccc(S(=O)(=O)CCC(=O)Nc2ccccc2Oc2ccccc2)cc1	i	0.032	71
CC(O)(CNC(=O)CCS(=O)(=O)c1ccccc1)c1ccc2c(c1)OCO2 (stereo not drawn)	i	0.097	50
Cc1cc(NC(=O)c2ccc(OC(C)C)cc2)n(-c2ccccc2)n1	i	0.032	52
O=S(=O)(c1ccccc1)c1nnn2c1nc(NC1CCN(Cc3ccccc3)CC1)c1ccccc12	i	0.097	47
CC1CN(c2ncnc3c2cnn3CCNC(=O)c2cccs2)CC(C)O1 (stereo not drawn)	i	0.053	44
Cc1cc(C)c(Cn2c(=O)n(CC(=O)NCc3ccco3)c(=O)c3sccc32)c(C)c1	i	0.091	66
Cc1ccccc1C(=O)NCCOc1ccc2nnc(-c3ccccc3)n2n1	i	0.078	34
Cc1oc2cc(OCc3ccccc3)ccc2c(=O)c1Oc1ccccc1	i	0.066	65
Cn1c(O)c(N=Nc2nc3c(c(=O)n(C)c(=O)n3C)n2Cc2ccccc2)c(=O)n(C)c1=O	+	0.19*	69*
O=S(=O)(N1CCCCCC1)N1CCN(c2ccc(Cl)cc2)CC1	i	0.048	63
CC(C)(C)c1ccc(C(=O)Nc2nonc2-c2ccccc2)cc1	i	0.11	54
CCNS(=O)(=O)c1ccc(OC)c(C(=O)NC2CC(C)(C)NC(C)(C)C2)c1	i	0.072	77
COc1cc(Cl)c(S(=O)(=O)N2CCc3ccccc3C2)cc1Cl	i	0.046	67
CC(=O)N1CCc2ccc(NC(=O)CSc3ccc(F)cc3)cc21	i	0.11	46
Cc1nc(-c2cccc(NC(=O)Cc3c(C)[nH]c(=O)[nH]c3=O)c2)cs1	i	0.14	73
O=C(NCC1(c2cccs2)CC1)Nc1ccccc1Cl	i	0.075	21
CN(Cc1ccco1)S(=O)(=O)c1ccc(C(=O)Nc2ccccc2Cl)cc1	i	0.041	57
Cn1c(=O)n(CC(=O)C(C)(C)C)c(=O)c2c1nc1oc(-c3ccccc3)cn12	i	0.054	-1
CNC(=O)C1Cc2ccccc2N1C(=O)/C=C\c1cc(OC)c(OC)c(OC)c1 (stereo not drawn)	i	0.044	55
Cc1cccc(N2CCn3c2nc2c3c(=O)n(CC(C)C)c(=O)n2C)c1	i	0.092	56
CCOC(=O)CCn1c(=O)c2c(nc3n(-c4cccc(C)c4)c(C)cn23)n(C)c1=O	i	0.11	68
O=C(Nn1cnc2c(cnn2-c2cccc(Cl)c2)c1=O)c1cc(Cl)ccc1Cl	i	0.072	64
CCOC(=O)N1CCc2c(sc(NC(=O)c3ccc(Cl)cc3)c2-c2nc3ccccc3s2)C1	i	0.11	61
O=C(C1COc2ccccc2O1)N(Cc1ccco1)c1nc2ccccc2s1 (stereo not drawn)	i	0.066	70
O=C(O)CCC(=O)N1N=C(c2ccc(Cl)cc2)CC1c1ccc2nccnc2c1 (stereo not drawn)	i	0.092	62
CCOC(=O)c1cc(NC(=O)N(C(C)C)C(C)C)c(C)nc1C	i	0.075	61
O=C(NCc1n[nH]c(=O)c2ccccc12)c1cc(-c2cccs2)[nH]n1	i	0.11	45
CCCCn1c2ccccc2c2nnc(SCCN3CCOCC3)nc21	i	0.053	49
CCc1ccc(S(=O)(=O)N2CCN(c3ccccc3)CC2)cc1	i	0.11	58
COc1ccc(CCC(=O)N2CCN(c3ccc(-c4ccccc4OC)nn3)CC2)cc1	i	0.033	40
CCCCS(=O)(=O)N1CCC2(CC1)NC(=O)N(Cc1ccc(F)cc1)C2=O	i	0.094	44
O=C(NCC(O)(c1cccs1)C1CC1)C1(c2cccs2)CCCC1 (stereo not drawn)	i	0.066	51
COc1ccc(CCNC(=O)CC2CCCCN2S(=O)(=O)c2ccc(C)cc2)cc1OC (stereo not drawn)	i	0.05	76
Cc1cc(-c2nc3ncccc3o2)ccc1NC(=S)NC(=O)COc1ccc(Cl)cc1C	i	0.071	19
CCOC(=O)N1CCN(C(=O)Cc2csc(Nc3cccc(C(F)(F)F)c3)n2)CC1	i	0.13	59
CCc1ccccc1NC(=O)c1ccc(S(=O)(=O)N(C)c2ccccc2)cc1	i	0.1	83
Cc1cc(NC(=O)CSc2nnc(N3CCN(C(=O)Cc4ccc(F)cc4)CC3)s2)no1	i	0.11	65
CCn1nnc2c(=O)n(CC(=O)NC3CCCC3)cnc21	i	0.09	49
CN(C)CCSc1ccc(NC(=O)C2CC2)nn1	i	0.13	53
CCN(CC)S(=O)(=O)c1ccc(C(=O)NC2CCCCC2)cc1	i	0.063	51
COc1cc(NC(=O)NCc2ccccc2)ccc1N1CCCCC1=O	i	0.1	59
CC(=O)N1CCc2c(sc(NC(=O)CCSc3ccccc3)c2-c2nc3ccccc3s2)C1	i	0.078	41
O=C(CC1(O)C(=O)Nc2ccc(Cl)cc21)c1ccccc1 (stereo not drawn)	i	0.11&0.056	49&100
COc1ccc(OC)c(CCNC(=O)c2cccc(N3C(=O)C(C)CS3(=O)=O)c2)c1 (stereo not drawn)	i	0.15	88
CC(=O)Nc1ccc(NC(=O)CSc2nc(=O)n(N3CCN(C)CC3)c3c2CCCC3)cc1	i	0.11	61
C=C(C)c1cccc(C(C)(C)NC(=O)NNc2nc(C)cc(C)n2)c1	i	0.05	57
COc1ccc2nc(N(CCN3CCOCC3)C(=O)CS(=O)(=O)c3ccccc3)sc2c1	i	0.032	51
CC(C)(C)n1nc2c(c1-n1cccc1)CN(C(=O)c1cccs1)C2	i	0.055	62
CCN(CC)C(=O)CN1CCN(c2ncnc3c2nnn3CC)CC1	i	0.061	54
CCOc1ccc(NC(=O)C(=O)NCC2CCN(Cc3ccccc3)CC2)cc1	i	0.073	59
COC(=O)Cn1c(-c2ccccc2)cn2c3c(=O)n(C)c(=O)n(C)c3nc12	+	0.23*	58*
Cc1ccc2nc3c(cc(C(=O)NC4CCCC4)n3C)c(=O)n2c1	i	0.16	64
COc1ccc(-c2cc(CC(=O)Nc3ccc(C(C)C)cc3)no2)cc1OC	i	0.064	42
Cn1cc(CC(=O)N2CCN(c3ccc(-c4ccccn4)nn3)CC2)c2ccccc21	i	0.16	29
CCS(=O)(=O)c1ccc(CC(=O)Nc2cccc(-c3nc4ccccc4s3)c2)cc1	i	0.1	43
O=C(NCC1CCN(Cc2cccs2)CC1)C(=O)Nc1ccc(F)c(Cl)c1	i	0.07	56
Cc1ccc(S(=O)(=O)N2CCCc3ccc(NS(=O)(=O)c4cc(C)ccc4C)cc32)cc1	i	0.078	61
Cc1cc(=O)[nH]c(-n2nc(C3CC3)cc2NC(=O)c2c(F)cccc2F)n1	i	0.15	60
New compounds follow
SMILES	GluA2 TARP mod	GluA2 TARP mod agonism max-min	GluA2 TARP mod glutamate slope
Cc1cc(C(=O)N(CC2CCCO2)c2nc3ccccc3s2)on1 (stereo not drawn)	i	0.048	47
Cn1ccnc1N1CCN(C(=O)c2cc(-c3ccco3)on2)CC1	i	0.044	27
CC(=O)Nc1ccc(S(=O)(=O)NCCCN2CCN(c3ccccc3)CC2)cc1	i	0.085	64
CCCCc1ccc(N2CC(c3nc4ccccc4n3CC(=O)N3CCCC3)CC2=O)cc1 (stereo not drawn)	i	0.11	57
CCc1nnc(NC(=O)c2nnn(-c3ccccc3OC)c2C)s1	i	0.057&0.043	40&101
COc1cccc(C(=O)Nc2ccc3c(c2)CCC(=O)N3Cc2ccccc2)c1	i	0.061	56
CCc1nnc(-c2ccc(NC(=O)c3ccc(S(=O)(=O)N4CCCCC4)cc3)cc2)o1	i	0.13	53
COc1nn(C)cc1C(=O)NCCC1=CCCCC1	i	0.11	68
Cc1ccc(S(=O)(=O)CCC(=O)N(CCN2CCOCC2)c2nc3c(F)cccc3s2)cc1	i	0.054	55
O=C1CCCCN1c1ccc(NS(=O)(=O)c2ccc3c(c2)OCCO3)cc1	i	0.055	59
O=C(NCCc1c[nH]c2ccccc12)C(=O)Nc1ccc(N2CCCS2(=O)=O)cc1	i	0.039	60
CCc1cc(CC)n(-c2nc3c(c(=O)n(CC(=O)C(C)(C)C)c(=O)n3C)n2CC)n1	i	0.083	64
COc1ccc(OC)c2sc(N(CCN3CCOCC3)C(=O)c3ccc([N+](=O)[O-])s3)nc12	i	0.24	68
CCOc1ccc2ccccc2c1C(=O)Nn1cnc2c(cnn2-c2ccccc2)c1=O	i	0.075	63
CN1CCC(CNC(=O)C(=O)NC(C)(C)C)CC1	i	0.081	65
Cc1ccsc1C(O)CNC(=O)Cc1ccccc1Cl (stereo not drawn)	i	0.089	58
CS(=O)(=O)N1CCCc2ccc(NC(=O)C(=O)NCCc3c[nH]c4ccccc34)cc21	i	0.053	43
COc1ccc(SCCC(=O)Nc2nnc(-c3cc(C)n(C)n3)o2)cc1	i	0.063	47
COc1ccc(S(=O)(=O)CCCC(=O)N=c2sc3c(OC)ccc(OC)c3n2C)cc1	i	0.066	84
COc1ccc(S(=O)(=O)N2CCCC(C(=O)Nc3nnc(-c4ccn(C)n4)o3)C2)cc1 (stereo not drawn)	i	0.082	49
COc1cccc(CNC(=O)C(=O)Nc2ccc3c(c2)OCCO3)c1	i	0.045	63

Random excerpt: 2 entries already listed
SMILES	GluA2 TARP mod	GluA2 TARP mod agonism max-min	GluA2 TARP mod glutamate slope
Cc1cc(C(=O)N(CC2CCCO2)c2nc3ccccc3s2)on1 (stereo not drawn)	i	0.048	47
COc1ccc(S(=O)(=O)CCCC(=O)N=c2sc3c(OC)ccc(OC)c3n2C)cc1	i	0.066	84

Not all compounds are listed; count on the stated rates, not on these rows.
